# EWS-Fli block = EWS/Fli-driven NR0B1 reporter inhibitors, primary screen, A673 cells, NR0B1 luciferase, luminescence, MLPCN library; viability-normalised; inhibition, % at 12.6 µM; hit rate 0.67% among 350,000; AID 651661, 2012;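 active means mean inhibition of at least 50% after viability correction, with every replicate also passing that limit; inconclusive means mean reaches 50% but only one of two replicates passes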;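 further: firefly luciferase signal divided by Alamar Blue viability fluorescence both relative to DMSO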
# Casp6 inh = human caspase-6 inhibitors, primary screen, biochemical, VEID-R110 fluorescence, single point, set 2; purified caspase-6, Z-VEID-R110 cleavage fluorescence; AID 686996, 2013; inhibition, % at 12.5 µM; hit rate 0.53% among 350,000;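 active means mean inhibition across replicates at least about 35%, with every replicate also reaching that limit, limit read from the data; inconclusive means only one of the two criteria met; inactive means neither criterion met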;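 further: 0% = median of neutral control wells and 100% = no fluorescence left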
# Target sequence (P55212 24-179 limits assumed): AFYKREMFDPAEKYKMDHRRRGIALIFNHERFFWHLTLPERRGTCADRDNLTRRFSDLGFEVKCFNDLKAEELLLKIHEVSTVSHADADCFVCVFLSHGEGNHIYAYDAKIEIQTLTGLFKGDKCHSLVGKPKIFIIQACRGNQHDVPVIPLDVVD
# Target sequence (P55212 194-293 limits assumed): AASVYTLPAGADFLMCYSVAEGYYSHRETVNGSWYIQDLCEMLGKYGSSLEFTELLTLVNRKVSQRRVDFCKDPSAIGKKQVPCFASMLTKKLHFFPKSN
# ARNT TACC3 PPI = disruptors of ARNT/TACC3 protein interaction, primary screen, biochemical, AlphaScreen, single concentration; AlphaScreen His-ARNT PAS-B/GST-TACC3 binding, luminescence; TACC3 fragment carries E629A point mutation; inhibition, % at 9.99 µM; hit rate 0.66% among 390,000; AID 623870, 2012;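 active means mean inhibition of replicates at least 50% and at least half of replicates each reaching 50%; inconclusive means half or more replicates reach 50% but mean below 50%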;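 further: 0% = complete ARNT plus TACC3 wells and 100% = ARNT alone without TACC3; many hits fall short of the cut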
# LGR2 inh = inhibitors of bursicon-induced LGR2 CRE-luciferase signal, primary screen, cell-based, HEK293, CRE-luciferase reporter, bursicon stimulation. Drosophila bursicon receptor LGR2 (rickets). bursicon-stimulated, 4 h. inhibition, % at 9.99 µM. hit rate 0.35% among 380,000. AID 720647, 2013;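 active means drop in luminescence signal, shown as inhibition above about 50% in the replicate tests, limit read from the data, passing the limit was not always enough; inconclusive means probably only some replicates passing the limit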;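 further: agonist challenge used bursicon conditioned medium at about half maximal strength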
# PAX8 inh HTS = inhibitors of PAX8-driven TPO luciferase reporter, primary screen, RMG-I cells, single concentration; hit rate 1.2% among 360,000; SteadyGlo, 24 h; inhibition, % at 12.6 µM;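 active means mean replicate inhibition at least 60% with every replicate also reaching 60%; inconclusive means only one of the two criteria is met; inactive means mean below 60% and not all replicates reaching 60%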;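 further: luciferase light reporting Pax8 driven TPO promoter activity; plate controls were median of neutral control wells for no effect and mitoxantrone controls for full effect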
# DENV2 CPE = inhibitors of DENV2 cytopathic effect, primary screen, cell-based, plate reader, single concentration; DENV2-infected cells, cytopathic effect rescue; CPE inhibition, % at 9.99 µM; hit rate 1.7% among 350,000; AID 651640, 2012; in the data active means CPE inhibition above about 20%, passing the limit was not always enough; inconclusive means no clear call, values can overlap the other calls; tested in BHK-21 cells;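 further: 0% = median of neutral control wells and 100% = median of positive control wells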
# SIRT5 inh = SIRT5 desuccinylase inhibitors, primary screen, biochemical, fluorescence imaging, single point, set 5; hit rate 1.1% among 330,000; Purified SirT5, succinyl-peptide AMC, trypsin-coupled fluorescence; AID 652115, 2013; NAD-dependent protein deacylase sirtuin-5, mitochondrial (Homo sapiens), Q9NXA8; inhibition, % at 15 µM; in the data active means inhibition above about 15%; inconclusive means no clear call, values can overlap the other calls
# Target sequence (Q9NXA8 whole entry, looked up): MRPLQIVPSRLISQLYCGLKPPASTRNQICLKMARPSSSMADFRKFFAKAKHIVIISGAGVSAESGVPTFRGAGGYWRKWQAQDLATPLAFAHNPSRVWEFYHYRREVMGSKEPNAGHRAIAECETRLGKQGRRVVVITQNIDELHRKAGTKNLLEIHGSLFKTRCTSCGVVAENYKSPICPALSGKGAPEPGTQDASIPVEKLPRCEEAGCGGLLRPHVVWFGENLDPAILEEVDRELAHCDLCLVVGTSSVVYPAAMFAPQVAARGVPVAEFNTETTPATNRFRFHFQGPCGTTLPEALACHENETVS
# The depositor's hits bear a star; ? = inconclusive; · = no result given. Not a hit list; any-hit rate near 4.9%.
1: CCOc1ccc(C(=O)Nc2cccc(C(C)=O)c2)cc1[N+](=O)[O-]
2: O=C(c1cccnc1)N1C[C@H]2[C@@H](c3ccccc31)[C@H](CO)N2C(=O)Nc1ccccc1Cl
3: O=C(Nc1cccc(Cl)c1)N[C@H]1CC[C@H](CCNC(=O)C2CC2)O[C@H]1CO
4: CCn1c(SCC(=O)NC2CCCC2)nnc1-c1cccnc1
5: Cc1ccc(CNc2ncnc3[nH]ncc23)cc1
6: CCN(CC)S(=O)(=O)c1ccc(Cl)c(NC(C)=O)c1
7: COc1nc(-c2ccccc2)cc(-c2ccc3c(c2)OCO3)c1C#N
8: C[C@@H]1CN([C@H](C)CO)C(=O)c2cc(NC(=O)Cc3ccccc3)ccc2O[C@@H]1CN(C)Cc1ccc2c(c1)OCO2

Assay by compound	1	2	3	4	5	6	7	8
EWS-Fli block	-10	-7	-8	-2	-13	11	59*	·
Casp6 inh	2	-2	2	-2	-2	6	-1	-2
ARNT TACC3 PPI	-5	-2	-11	-9	-1	-2	-3	-2
LGR2 inh	-24	4	0	11	7	19	4	-3
PAX8 inh HTS	-2	1	-4	6	7	-14	10	7
DENV2 CPE	1	-15	1	0	-3	-6	-1	9
SIRT5 inh	-1	-2	2	-1	0	-9	-5	5

9: COc1ccc(Nc2cc(C)c3ccccc3n2)cc1
10: O=C(NCc1ccc(Cl)cc1)C1CCN(S(=O)(=O)c2ccc(N3CCCC3=O)cc2)CC1
11: CCOc1ccc(OCCC(=O)N(CCOC)c2c(N)n(Cc3ccccc3)c(=O)[nH]c2=O)cc1
12: O=C(c1cc(-c2ccccc2)nn1CC1CC(c2cccnc2)=NO1)N1CCOCC1 (stereo not given)
13: O=C1CC(N2CCC(c3nc4ccccc4[nH]3)CC2)C(=O)N1c1cccc(F)c1 (stereo not given)
14: C[C@@H]1CN([C@@H](C)CO)C(=O)c2cc(N(C)C)ccc2O[C@@H](C)CCCCO[C@H]1CN(C)S(=O)(=O)c1cccs1
15: O=C(C[C@@H]1CC[C@@H]2[C@H](COC[C@@H](O)CN2Cc2cccc(C(F)(F)F)c2)O1)NCCc1ccccc1
16: O=C(NC1CCCC1)N1CCCCN2[C@H](C1)[C@@H](c1ccc(-c3cncnc3)cc1)[C@@H]2CO

Assay by compound	9	10	11	12	13	14	15	16
EWS-Fli block	-138	12	2	-7	3	0	12	1
Casp6 inh	1	-1	0	·	-1	·	1	4
ARNT TACC3 PPI	5	1	4	0	0	·	23	-2
LGR2 inh	-173	-13	-2	11	11	-6	5	1
PAX8 inh HTS	-107	11	8	-21	-13	4	6	-26
DENV2 CPE	?	9	8	·	-4	·	-5	1
SIRT5 inh	·	-4	-2	·	-2	·	0	-2

17: CN1CCN(S(=O)(=O)c2ccc(Oc3ccc(F)c(Cl)c3)nc2)CC1
18: O=[N+]([O-])c1ccc(Cc2ccccn2)c([N+](=O)[O-])c1
19: C[C@H](CO)N1C[C@H](C)[C@@H](CN(C)S(=O)(=O)c2ccc(Cl)cc2)Oc2ccc(NC(=O)NC3CCCCC3)cc2C1=O
20: COc1ccccc1CN1CC(=O)N2CSC[C@H]2C1=O
21: Nc1ccccc1C(=O)N/N=C1/C2CN3CCN(C2)CC1(Cc1ccccc1)C3
22: CN1CCC(=NNC(=O)C(=O)Nc2ccc(F)cc2)CC1
23: CCOC(=O)C1=C(C)OC(N)=C(C#N)C1c1ccc(OC)c(CSc2ccccn2)c1 (stereo not given)
24: COC(=O)c1ccccc1NC(=O)c1cn(-c2ccc(C)c(C)c2)c(=O)c2ccccc12

Assay by compound	17	18	19	20	21	22	23	24
EWS-Fli block	1	6	7	-7	-1	-35	12	·
Casp6 inh	-1	-2	0	-3	1	-5	-1	·
ARNT TACC3 PPI	3	8	-2	-32	2	-3	·	-1
LGR2 inh	18	-3	-2	2	-42	·	-1	23
PAX8 inh HTS	-16	-9	-6	2	16	-17	11	4
DENV2 CPE	-7	11	3	7	5	0	6	·
SIRT5 inh	0	1	-1	-3	-9	-1	-2	·

# Whole records, quoted from the list. Values in the order: EWS-Fli block, Casp6 inh, ARNT TACC3 PPI, LGR2 inh, PAX8 inh HTS, DENV2 CPE, SIRT5 inh
# `O=C(Nc1cccc(Cl)c1)N[C@H]1CC[C@H](CCNC(=O)C2CC2)O[C@H]1CO` across the screens: -8, 2, -11, 0, -4, 1, 2
# `COc1ccccc1CN1CC(=O)N2CSC[C@H]2C1=O` across the screens: -7, -3, -32, 2, 2, 7, -3
# `C[C@@H]1CN([C@@H](C)CO)C(=O)c2cc(N(C)C)ccc2O[C@@H](C)CCCCO[C@H]1CN(C)S(=O)(=O)c1cccs1` across the screens: 0, ·, ·, -6, 4, ·, ·

# The results go on.
25: C[C@@H]1CCCCO[C@H](CN(C)S(=O)(=O)c2ccccc2)[C@@H](C)CN([C@H](C)CO)C(=O)c2cc(NS(=O)(=O)c3cn(C)cn3)ccc2O1
26: CC(=O)N(C)C[C@H]1Oc2cc(C#CCC(C)C)ccc2S(=O)(=O)N([C@H](C)CO)C[C@H]1C
27: CC(C)C[C@@H](CSc1ccccc1)N1CCN(CCc2ccccc2)CCC1=O
28: CCCNC(=O)Nc1ccc2c(c1)OC[C@H](C)N(Cc1ccncc1)C[C@H](C)[C@H](OC)CN(C)C2=O
29: C/C=C/C=C/C(=O)[C@@H]1[C@@H]([C@]2(C)OC(=O)C(C)=C2O)[C@H]2/C(=C(O)/C=C/C=C/C)C(=O)[C@]1(C)C(=O)C2(C)O (stereo not given in full)
30: Cc1ccc(NCc2cccnc2)c(Br)c1
31: CCOc1ccc(C(C)=O)cc1N1C(=O)C2C(C1=O)C1C=CC2C12CC2 (stereo not given)
32: CCOc1ccccc1CNC(=O)c1cn(C)c(=O)c2c1c1ccccc1n2C

Assay by compound	25	26	27	28	29	30	31	32
EWS-Fli block	-8	6	-35	1	-3	-11	2	-8
Casp6 inh	-1	0	-3	2	21	-1	-1	3
ARNT TACC3 PPI	-3	0	4	·	-11	-1	-17	8
LGR2 inh	-2	13	-16	-1	18	-11	4	12
PAX8 inh HTS	2	·	-43	·	·	-33	·	-11
DENV2 CPE	-1	-10	-8	5	-8	9	-3	2
SIRT5 inh	1	-1	·	0	7	0	-7	7

# The final 2 entries of the section above come first, to join the parts.
31: CCOc1ccc(C(C)=O)cc1N1C(=O)C2C(C1=O)C1C=CC2C12CC2 (stereo not given)
32: CCOc1ccccc1CNC(=O)c1cn(C)c(=O)c2c1c1ccccc1n2C
33: COc1ccc(-c2coc3c(C(=O)NCCc4ccccc4)cccc23)c(C)c1
34: CN(C)c1ccnc2sc3c(NCC(O)CO)ncnc3c12 (stereo not given)
35: O=C(Oc1ccccc1)c1cccnc1Oc1ccccc1
36: O=C(CSc1nnc(CNC(=O)c2ccco2)o1)Nc1ccc(F)cc1F
37: CCOC(=O)CSc1nnc(CNC(=O)c2cc(OC)c(OC)c(OC)c2)n1C
38: CC(OC(=O)c1cnc2ccccc2n1)c1ccccc1Cl (stereo not given)
39: CCCCOc1cccc(C(=O)Nc2ccccc2N2CCCC2)c1
40: CCn1nc(C(=O)OCC(=O)NCC(C)C)c2ccccc2c1=O

Assay by compound	31	32	33	34	35	36	37	38	39	40
EWS-Fli block	2	-8	-32	-11	8	·	6	-49	6	1
Casp6 inh	-1	3	-4	0	-2	2	3	2	-3	2
ARNT TACC3 PPI	-17	8	·	-1	-22	-7	-3	·	5	0
LGR2 inh	4	12	10	-4	-2	-5	-7	-37	-8	-7
PAX8 inh HTS	·	-11	8	-11	-18	8	·	-4	-5	5
DENV2 CPE	-3	2	4	-6	0	8	3	5	0	1
SIRT5 inh	-7	7	·	-2	0	-1	8	-1	-3	-6

41: Cc1cccn2c(=O)c3cc(C(=O)NC4CCCCC4)c(=N)n(CCN4CCOCC4)c3nc12
42: O=C(NCc1ccccc1Cl)[C@H]1CCCN1C(=O)[C@H]1CCCN1C(=O)c1ccccc1
43: CCOC(=O)c1c(C)nn(-c2ccc(NC(=O)c3cccs3)cc2)c1C
44: C[C@@H]1CN([C@@H](C)CO)C(=O)Cc2cc(NC(=O)CCN3CCOCC3)ccc2O[C@H]1CN(C)Cc1ccc(Oc2ccccc2)cc1
45: CSC1=NCCN1S(=O)(=O)c1ccc(NC(C)=O)cc1
46: CO[C@H]1CN(C)C(=O)c2ccc(NC(C)=O)cc2OC[C@H](C)N(CC2CC2)C[C@H]1C
47: Cc1ccc(OCC(=O)OCC(=O)N2c3ccccc3CC2C)cc1C (stereo not given)
48: CN1/C(=C\C(=O)CSc2cccc[n+]2[O-])C(C)(C)c2ccccc21

Assay by compound	41	42	43	44	45	46	47	48
EWS-Fli block	7	-2	-11	14	2	-4	1	9
Casp6 inh	-3	0	1	-5	-1	3	-1	1
ARNT TACC3 PPI	6	·	-1	8	0	-7	4	-3
LGR2 inh	0	6	-15	7	12	9	-1	-1
PAX8 inh HTS	14	-13	16	·	-1	·	0	-17
DENV2 CPE	-2	-1	-3	·	5	13	6	-2
SIRT5 inh	-12	14	1	-8	-4	0	1	-4

49: CC(=O)N1CCN(S(=O)(=O)c2cccc(C(=O)Nc3nc4c(s3)CCCC4)c2)CC1
50: Cc1cc(C)nc(N/N=C/C2=C(N3CCOCC3)C(=C\c3ccc(Cl)cc3)/CC2)n1
51: CS(=O)(=O)c1ccc2nc(NC(=O)CCNC(=O)c3ccc([N+](=O)[O-])cc3)sc2c1
52: CC(=O)c1ccc(OCC(=O)NCC2(N3CCCCC3)CCCCC2)cc1
53: COCCNc1nc(NCCCN2CCCC2=O)c2sccc2n1
54: O=C(Nc1cccc(-n2cnnn2)c1)C1CCCN(C(=O)Cc2cccc(Cl)c2)C1 (stereo not given)
55: COc1ccc(NC(=O)N(C)C[C@H]2OCCCC[C@@H](C)Oc3ccc(NS(=O)(=O)c4ccccc4)cc3C(=O)N([C@H](C)CO)C[C@@H]2C)cc1
56: O=C(N/N=C/c1ccccn1)c1cc(-c2ccc(Cl)cc2)nc2ccccc12

Assay by compound	49	50	51	52	53	54	55	56
EWS-Fli block	·	·	-8	-6	-13	-1	-9	7
Casp6 inh	7	·	-1	-9	-4	-1	3	-3
ARNT TACC3 PPI	5	7	-2	-3	·	·	-9	-3
LGR2 inh	-7	9	5	-8	-16	-44	6	-11
PAX8 inh HTS	·	15	-48	6	10	0	-23	11
DENV2 CPE	·	·	-3	18	9	61*	-1	-10
SIRT5 inh	5	·	1	-4	·	-3	0	1

57: COc1ccc(S(=O)(=O)N(C)C[C@H]2Oc3ccc(NC(=O)C4CCCCC4)cc3CC(=O)N([C@@H](C)CO)C[C@H]2C)cc1
58: COc1ccc(NC(=O)Nc2ccc3c(c2)C(=O)N([C@@H](C)CO)C[C@H](C)[C@@H](CN(C)CC2CCCCC2)OCCCC[C@H](C)O3)cc1
59: COC(=O)c1ccc2nc(-c3cccc(N)c3)cn2c1
60: Cc1ccc(OC(=O)c2cccc([N+](=O)[O-])c2)c(-n2nc3ccccc3n2)c1

Assay by compound	57	58	59	60
EWS-Fli block	-4	6	38	·
Casp6 inh	-1	-4	-1	·
ARNT TACC3 PPI	3	9	10	-8
LGR2 inh	11	6	85*	15
PAX8 inh HTS	11	-6	-38	-177
DENV2 CPE	?	6	-5	·
SIRT5 inh	-10	-1	-6	·

# From entry 59 as far as 60, copied from above:
59: COC(=O)c1ccc2nc(-c3cccc(N)c3)cn2c1
60: Cc1ccc(OC(=O)c2cccc([N+](=O)[O-])c2)c(-n2nc3ccccc3n2)c1

Assay by compound	59	60
EWS-Fli block	38	·
Casp6 inh	-1	·
ARNT TACC3 PPI	10	-8
LGR2 inh	85*	15
PAX8 inh HTS	-38	-177
DENV2 CPE	-5	·
SIRT5 inh	-6	·

# Screening data (PubChem BioAssay)
